High-throughput results from PubChem.
ABCB6 inh 2: blocks the human ABCB6 transporter; Q9NP58; K562-ABCB6 porphyrin accumulation, flow cytometry, 1 h; hits give low values; fluorescence ratio to DMSO, % at 10 µM; 360,000 tested, 0.19% active; AID 602162;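 active = fluorescence ratio to DMSO below 75%, the collection mean minus 3 SD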;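 note: signal is porphyrin accumulated inside mitochondria; 100% equals median channel fluorescence of DMSO control wells; lower ratio means ABCB6 inhibition with less porphyrin fluorescence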
Target sequence (Q9NP58 whole entry, looked up): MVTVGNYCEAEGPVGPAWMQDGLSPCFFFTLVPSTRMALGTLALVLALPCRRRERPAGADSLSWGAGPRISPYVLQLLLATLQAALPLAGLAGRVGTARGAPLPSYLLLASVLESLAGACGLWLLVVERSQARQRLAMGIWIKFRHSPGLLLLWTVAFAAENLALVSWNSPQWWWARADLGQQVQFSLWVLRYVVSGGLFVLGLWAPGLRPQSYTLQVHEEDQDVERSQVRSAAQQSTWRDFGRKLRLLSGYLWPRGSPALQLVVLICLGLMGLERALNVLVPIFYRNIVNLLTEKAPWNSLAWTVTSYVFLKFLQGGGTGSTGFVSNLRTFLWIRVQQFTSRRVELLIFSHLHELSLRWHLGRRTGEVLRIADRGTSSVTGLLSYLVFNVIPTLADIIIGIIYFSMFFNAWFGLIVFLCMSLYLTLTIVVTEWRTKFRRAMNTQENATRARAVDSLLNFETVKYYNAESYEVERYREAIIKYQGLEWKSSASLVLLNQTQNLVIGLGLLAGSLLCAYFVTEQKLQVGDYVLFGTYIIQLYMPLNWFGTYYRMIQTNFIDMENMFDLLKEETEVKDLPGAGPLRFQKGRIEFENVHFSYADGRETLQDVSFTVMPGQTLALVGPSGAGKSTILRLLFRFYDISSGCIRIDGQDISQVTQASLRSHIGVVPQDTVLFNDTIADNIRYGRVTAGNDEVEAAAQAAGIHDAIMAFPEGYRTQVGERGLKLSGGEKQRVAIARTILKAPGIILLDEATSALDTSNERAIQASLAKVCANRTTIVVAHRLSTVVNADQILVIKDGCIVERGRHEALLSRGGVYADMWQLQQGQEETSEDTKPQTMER
MC4R barr agon: activates human MC4R beta-arrestin recruitment; activation, % at 8.9 µM; P32245; 360,000 tested, 0.98% active; AID 540308; U2OS MC4R beta-arrestin complementation, luminescence; percent of melanotan II response, DMSO zero;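 active = activation above a per-plate cutoff, the mean activation of sample wells on that plate plus 3 SD, cut at about 8% in these data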
Exocytosis inh: lytic granule exocytosis inhibition; TALL-104 LAMP-1 surface exposure, flow cytometry; cells stimulated with thapsigargin and PMA; AID 651702; 360,000 tested, 0.66% active; inhibition, % at 10 µM;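 active = inhibition above about 55%, limit read from the data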
H9c2 protect: myocardial damage modulation in H9c2 cells. H9c2 cardiomyocytes, H2O2 injury protection, ATPLite, 2 h. protection from H2O2 cell death, % at 20 µM. 360,000 tested, 0.63% active. AID 588492;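 active = compounds giving at least 50% protection of heart cells from peroxide-induced death in the single-dose screen, raw or plate-pattern-corrected value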;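 note: 0% = DMSO wells with peroxide and 100% = DMSO wells without peroxide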
ABHD5-PLIN5 inh: blocks binding of human ABHD5 to perilipin-5 | Split G. princeps luciferase complementation, luminescence, 4 h | inhibition, % at 4 µM | 360,000 tested, 0.78% active;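 active = inhibition above the mean inhibition across every tested compound plus 3 SD, cut at about 22% in these data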;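 note: 0% = DMSO only wells and the 100% control is not disclosed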
CaV13 ICDI inh: Disruptors of the CACNA1D IQ motif to Ca2+-dependent inactivation inhibitor domain association, primary screening, Förster resonance energy transfer in intact living …. HEK cells, CFP/YFP FRET ICDI-IQ, plate reader, 10 min; percent FRET-ratio fall versus neutral wells. inhibition, % at 12.3 µM. 340,000 tested, 0.098% active;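 active = mean replicate inhibition of at least 30% and at least 1% of replicates passing that level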;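 note: 0% = median of the neutral control wells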
Glyco luc inh: N-linked glycosylation inhibition | D54 ERlucT glycosylation luciferase reporter, 24 h; percent of 100 nM tunicamycin response | reporter increase, % at 12.5 µM | 360,000 tested, 0.23% active | AID 588692;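 active = mean luciferase reporter signal, scaled so untreated is 0 and the glycosylation-blocking control 100, at or above a set limit in every replicate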;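 note: luciferase carries N-glycosylation sites so blocking glycosylation raises the light; 0% = median of neutral control wells and 100% = median of 100 nM tunicamycin wells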
PDI inh: inhibitors of human protein disulfide isomerase | P07237 | PDI insulin aggregation turbidity, A650, 90 min | inhibition, % at 10 µM | 350,000 tested, 0.052% active;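 active = mean inhibition across replicates of 30% or more, whatever share of single replicates reach that level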;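 note: absorbance from insulin aggregation driven by PDI reduction with DTT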
HTR2A ag: mouse HTR2A agonism via beta-arrestin recruitment. 360,000 tested, 0.66% active. P35363. CHO-K1 mHTR2A beta-arrestin complementation, luminescence; percent of 30 µM serotonin response. activation, % at 7.6 µM;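 active = activation above a run cutoff, the mean activation of all tested compounds plus 3 SD, cut at about 14% in these data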;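 note: 0% = plate median of compound wells and 100% = 30 µM serotonin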
MC4R antagonist: human MC4R antagonism in cAMP assay; MC4R-expressing cells, MTII-stimulated cAMP, LANCE TR-FRET; inhibition, % at 6.5 µM; P32245; 360,000 tested, 0.48% active;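 active = inhibition above its plate's cutoff, the mean of tested wells on that plate plus 3 SD, cut at about 29% in these data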;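 note: 0% = Melanotan II alone and 100% = Melanotan II plus saturating MCL0020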
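System: U2OS cells stably expressing human melanocortin 4 receptor (MC4R). Reagent: Melanotan II challenge after compound preincubation. Doses: 6.5 µM. Times: 30-min compound, 1-h challenge, 1-h detection, room temperature. Measured by: TR-FRET with Eu-cAMP and labeled anti-cAMP, 671 nm. Replicates: singlicate.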
An asterisk follows results filed as active; x = not tested or not shown.

SMILES	ABCB6 inh 2	MC4R barr agon	Exocytosis inh	H9c2 protect	ABHD5-PLIN5 inh	CaV13 ICDI inh	Glyco luc inh	PDI inh	HTR2A ag	MC4R antagonist
Cc1c(C(=O)OCc2ccccc2)nnn1-c1nonc1N	95	0.1	1	2	1	x	-2	-6	-4	2
COC(=O)c1sccc1NC(=O)c1ccncc1	97	-1.3	5	6	6	-5	0	-5	1	-1
CCOC(=O)N1CCC2(CC1)C(C#N)=C(N)Oc1n[nH]c(CSc3ccc(C)cc3)c12	89	-1.4	4	10	-9	-3	4	8	4	-2
CCOC(=O)c1c(-c2ccc3ccccc3c2)csc1NC(=O)CCCC(=O)O	96	-4.3	-6	-4	2	-5	0	-7	1	22
COc1ccc(NC(=O)Nc2ccc(F)c(Cl)c2)cc1	93	0.9	-2	-14	-2	-3	-5	1	2	15
CSc1nc(N)nc2c1ncn2CC(=O)N[C@H](CO)Cc1c[nH]c2ccccc12	98	-1.4	-2	9	-7	-6	0	-6	5	6
C/C(=N\Nc1ccccc1C(=O)O)c1ccncc1	90	-0.1	-3	-6	14	-2	-5	1	-8	1
Cc1cc(Nc2ccccc2)nn1C(=O)c1ccccc1	98	-0.5	2	-10	1	-4	0	6	-7	2
N#CC(Cc1ccccc1OC(F)F)c1nc2ccccc2[nH]1 (configuration not stated)	108	-1.5	3	-6	-4	-5	1	3	1	8
CCCc1cc(=O)oc2cc(C)c3c(C)coc3c12	94	2.5	-4	-9	0	-9	2	-1	-4	-15
COc1cccc(N2CCN(C(=S)Nc3ccc(F)cc3)CC2)c1	97	0.1	1	-2	3	-1	0	-2	2	14
CCOc1cc(NC(=O)c2ccco2)c(OCC)cc1NC(=O)Cc1cccc(OC)c1	96	-0.1	0	17	-2	x	1	-8	-8	-1
Cc1cc(NC(=O)C(=O)NCc2cccc(Cl)c2)no1	99	1.5	-7	-4	-2	-15	1	-4	-1	0
O=C(/C=C/[C@H]1O[C@@H](n2cnc3c(NC(=O)c4ccccc4)ncnc32)[C@H](O)[C@@H]1O)NCCc1c[nH]c2ccccc12	101	x	0	-4	7	-5	2	x	-9	x
Cc1cc(C(=O)OC(C)C(=O)N2CCc3ccccc32)ccc1[N+](=O)[O-] (configuration not stated)	103	1.8	3	-4	-12	-2	0	-8	-1	7

Among those listed so far, 2 contain a COOH group.
SMILES	ABCB6 inh 2	MC4R barr agon	Exocytosis inh	H9c2 protect	ABHD5-PLIN5 inh	CaV13 ICDI inh	Glyco luc inh	PDI inh	HTR2A ag	MC4R antagonist
CCOC(=O)c1c(-c2ccc3ccccc3c2)csc1NC(=O)CCCC(=O)O	96	-4.3	-6	-4	2	-5	0	-7	1	22
C/C(=N\Nc1ccccc1C(=O)O)c1ccncc1	90	-0.1	-3	-6	14	-2	-5	1	-8	1

Returning to the listing with the 2 entries that preceded the break.
SMILES	ABCB6 inh 2	MC4R barr agon	Exocytosis inh	H9c2 protect	ABHD5-PLIN5 inh	CaV13 ICDI inh	Glyco luc inh	PDI inh	HTR2A ag	MC4R antagonist
O=C(/C=C/[C@H]1O[C@@H](n2cnc3c(NC(=O)c4ccccc4)ncnc32)[C@H](O)[C@@H]1O)NCCc1c[nH]c2ccccc12	101	x	0	-4	7	-5	2	x	-9	x
Cc1cc(C(=O)OC(C)C(=O)N2CCc3ccccc32)ccc1[N+](=O)[O-] (configuration not stated)	103	1.8	3	-4	-12	-2	0	-8	-1	7
Cc1ccc(-n2nnnc2-c2cccs2)cc1[N+](=O)[O-]	94	-3.1	-5	1	-3	1	0	1	4	10
C=CCn1c(COc2ccc(F)cc2)nnc1SCC(=O)NC(=O)NCc1ccco1	98	0.4	-2	-2	12	-8	0	18	-2	7
CC(=O)Nc1cccc2c1Cc1cc([N+](=O)[O-])ccc1-2	100	0.7	-5	3	5	-6	4	0	-2	6
CCOc1ccc(S(=O)(=O)N2CCOCC2)cc1NC(=O)C1=COCCO1	101	-2.4	-3	-6	-5	-6	1	-3	-4	6
CCOc1ccc(-n2c([S-])c(C(=O)Nc3ccc(S(=O)(=O)N4CCOCC4)cc3)[n+]3cc(C(N)=O)ccc23)cc1	89	0.0	1	40	-5	-3	-6	0	0	2
Cc1ccc(CN2CC(C(=O)NC(c3nc4ccccc4[nH]3)C(C)C)CC2=O)cc1 (configuration not stated)	93	-2.2	-2	12	6	-6	1	-1	0	1
O=C(CSc1ncnc2sccc12)N1CCN(C(=O)c2cccs2)CC1	98	-1.7	-3	-4	-3	-5	-1	-12	-3	4
Cc1cc(C)nc(SCC(=O)N/N=C\c2sccc2C)n1	96	-2.5	0	-1	7	-9	-1	-1	-1	3
CC(C)CNC(=O)C(=O)NCC(c1ccc2c(c1)OCO2)N1CCOCC1 (configuration not stated)	100	-3.5	0	2	-1	-3	1	-4	8	-2
COc1ccccc1N(Cc1ccccc1)S(=O)(=O)c1cccc(C(=O)NCC2CCCO2)c1 (configuration not stated)	99	-2.9	-3	5	2	-2	-4	-3	-2	3
CCOC(=O)C1=NN(c2ccccc2C)C2=NC(C)=C(C(=O)OC)C(c3cccs3)N12 (configuration not stated)	79	-0.1	-1	10	13	-5	3	4	-3	2
CCOC(=O)C(=C1Nc2ccccc2N1)n1c(-c2cccnc2)nc2ccccc21	99	x	11	x	-1	-10	x	x	5	x
CCC(C)CN1CCC(CO)(Cc2ccccc2Cl)CC1 (configuration not stated)	98	-3.9	0	-6	2	-6	-1	-2	-1	-1
CCOC(=O)C1(CCOc2ccccc2)CCN(CC2CC2)CC1	105	-0.9	4	9	1	-5	-5	1	-4	-2
O=C(Nc1ccc(Cl)cc1)C1C2C=CC3(O2)C1C(=O)N(CCN1CCCCC1)C3C(=O)NC1CCCCC1 (configuration not stated)	94	-0.6	19	-6	1	-4	-1	-9	4	12
CCc1ccc(/C(C)=N/NC(=O)c2ccc(-n3cnnn3)cc2)cc1	94	-1.4	2	4	-4	-6	-1	-12	2	-1
Cc1ccc(S(=O)(=O)N2CCN(C(=O)c3c(C)nn(-c4ccccc4)c3Cl)CC2)cc1	97	0.1	-2	-1	-5	-8	-2	-10	-2	0
Cc1cc(C(=O)Nc2ccc(C)c(S(=O)(=O)N3CCOCC3)c2)c(C)o1	94	-2.6	-2	11	6	0	-1	-10	5	-3
COc1ccc(Nc2nc(N3CCCCC3)nc3ccccc23)c(OC)c1	97	2.5	4	-16	-1	-5	1	-1	-3	0
C=C[C@@H](C)N(Cc1ccc(OC)cc1)S(=O)(=O)N(Cc1ccccc1)[C@H](C=C)C(C)C	95	2.4	3	-21	-6	-9	-5	3	-3	13
Cc1c(NC(=O)CSc2ccccc2F)c(=O)n(-c2ccccc2)n1C	98	-1.8	0	6	-5	3	0	-8	-1	-2
COC(OC)c1ccc(C#N)c(=O)[nH]1	101	0.3	1	-5	-4	-5	1	-4	-4	-6
Cc1ccc(NC(=O)COC(=O)CCC(=O)c2cccs2)cc1	103	-1.9	-4	1	2	-5	-1	15	12	8
C=CCc1ccc(OCCn2cncn2)c(OC)c1	95	-0.1	-5	7	0	-6	5	-3	3	-7
CCCC(=O)c1ccc(N2CCOCC2)c(F)c1	102	1.2	2	-7	3	-6	0	-4	8	1
COc1ccc(-c2nnc(SC(C)C(=O)Nc3nccs3)n2-c2ccccc2)cc1OC (configuration not stated)	94	0.3	1	6	12	-8	0	-2	-2	21
N#C/C(=C\c1cccc([N+](=O)[O-])c1)C(=O)NCc1cccnc1	101	0.1	12	26	-3	-8	4	-6	-1	12
CCCCc1ccc(NC(=O)c2cnccn2)cc1	104	1.6	-4	-17	4	-2	-14	4	7	10
COc1ccc(NC(=O)CSc2nnc(Cn3cnc([N+](=O)[O-])n3)n2C)cc1	99	-2.6	-1	3	-3	-3	1	-14	3	5
Cc1ccccc1NS(=O)(=O)c1ccc(C(=O)N(C)CC(=O)Nc2ccccc2Br)cc1	96	-2.2	5	-2	1	-5	0	-5	8	-2
CC(=O)Nc1ccc(NS(=O)(=O)c2ccc(Cl)c(C(=O)O)c2)cc1	105	0.2	1	0	4	-8	1	7	-4	5
CCN(CC)CCN1C(=O)C(=O)/C(=C(/O)c2ccncc2)C1c1ccccc1F (configuration not stated)	96	-0.7	-1	3	2	-3	-1	-6	2	6
O=C(c1ccco1)N1CCN(C(=O)c2oc(=O)c3ccccc3c2-c2ccccc2)CC1	105	-1.6	1	1	6	-1	-4	x	1	3
Cn1c(N)cc(=O)n(Cc2ccccc2)c1=O	90	-0.7	-1	11	-5	-11	2	-36	-1	10
O=C(CSc1n[nH]c(=O)[nH]c1=O)c1cccc([N+](=O)[O-])c1	110	1.7	-14	-1	1	1	1	4	1	-6
Cn1nnc2cc(C(=O)N3CCN(c4ccccc4)CC3)ccc21	106	-2.2	0	1	-2	-5	4	2	-1	-6
CCn1c(C)c(C2=CCN(S(=O)(=O)c3ccc(C)cc3)CC2)c2ccccc21	149	-2.1	-2	-6	-6	-7	0	-6	-6	-1
C=CCNC(=O)CSc1cc([N+](=O)[O-])cc(S(=O)(=O)Cc2ccccc2)c1	95	-1.9	9	-1	-11	-18	-1	-1	-1	12
O=C(Nc1ccccc1N1CCOCC1)C1CCN(S(=O)(=O)c2ccccc2F)CC1	99	-3.1	0	8	-3	-6	-1	-2	1	13
OCC[C@@H]1C[C@H](O)[C@@H](O)[C@@]2(CCCO2)O1	94	-1.2	6	6	5	-4	-1	5	3	4
CC(Oc1ccc(Cl)cc1C(N)=O)C(=O)N1CCc2ccccc21 (configuration not stated)	91	-2.4	-4	9	-6	-9	-2	-3	0	4
c1ccc(CC2CCN(c3ncnc4sccc34)CC2)cc1	92	-1.6	63*	-34	-7	3	-5	-1	-1	8
COc1cc(OC)c(OC)cc1CNC(=O)c1cccc(S(=O)(=O)N2CCc3ccccc3C2)c1	91	-1.8	3	-16	5	-5	-2	-2	-1	3
CCCNC(=O)Cn1c(=O)n(C)c2ccccc21	99	0.7	-3	2	7	-14	1	-2	2	11
O=C1CNC(=O)N1CC(=O)N1CCCc2ccccc21	104	0.4	2	0	-6	-5	0	-3	-5	1
O=C(Cc1ccc(Cl)cc1)Nc1ccc(S(=O)(=O)Nc2cnc3ccccc3n2)cc1	102	1.0	0	-4	-8	4	-2	-6	-4	9
Cc1ccc(S(=O)(=O)Nc2ccc(C(=O)Nc3cc(C)on3)cc2)cc1	94	4.5	7	0	7	-6	0	5	3	5
NC(=O)CSc1n[nH]c(-c2ccco2)n1	93	-0.2	-1	-1	-3	8	1	3	-3	11
O=C(O)CCC(=O)Nc1ccc(Br)cc1C(=O)c1ccccc1Cl	100	-2.6	0	1	1	-4	1	5	-6	11
CC1CC(C)CN(C(=O)CSc2n[nH]c(N)n2)C1 (configuration not stated)	100	-1.7	18	5	-8	-3	3	15	-4	12
COc1ccccc1CNc1nc(Nc2ccc(C)cc2C)c2sccc2n1	95	-0.1	1	-12	7	-2	-5	-47	-17	1
O=C(CN(C1CCCCC1)S(=O)(=O)c1ccccc1)NCc1cccnc1	92	-0.3	4	9	2	x	-2	8	-4	-3
O=C(C1CC1)N(CCN(Cc1ccccc1)C(=O)C1CC1)Cc1ccccc1	90	-2.2	9	10	3	x	3	5	-5	11
CCC(=O)c1ccc(OCC(=O)Nc2nc(-c3cccnc3)cs2)cc1	100	-3.0	-3	4	5	-4	-1	1	7	11
